Screens: PubChem, several laboratories
V-ATPase pH: yeast V-ATPase proton transport regulation by pHLuorin | response, % at 10 µM | AID 504577 | S. cerevisiae, pHLuorin cytosolic pH fluorescence | 350,000 tested, 0.37% active; in the data active = response mostly above about 7.3%, no sharp cut-off; inactive = mostly below about 5.4%; also: actives read high; inactives centre near 0; some compounds called inactive have numbers as strong as hits
Keap1 Nrf2 FP: Keap1-Nrf2 (human) interaction inhibition | Keap1 Kelch-Nrf2 peptide fluorescence polarization, 1536-well | 340,000 tested, 0.15% active | AID 504523 | inhibition, % at 9.4 µM; in the data active = inhibition above about 12%; inconclusive = no clear call, values can overlap the other calls; inactive = below about 7.3%;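 also: human Keap1 Kelch domain with fluorescein labeled Nrf2 9mer peptide probe; 0% = neutral control wells and 100% = peptide positive control; higher means more block of Keap1 binding to Nrf2 peptide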
NSD2 inh: NSD2 (human) methyltransferase inhibition; inhibition, % at 12.5 µM; O96028; AID 743445; NSD2 peptide methylation, AlphaScreen, 120 min; 310,000 tested, 0.54% active; in the data active = inhibition above about 50%
C-LANA FP: inhibitors of KSHV LANA C-terminal domain DNA binding. 340,000 tested, 0.078% active. inhibition, % at 9 µM. MBP-C-LANA/FAM-LBS DNA binding, fluorescence polarization;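 active = highest replicate inhibition at or above 60% at 9 µM, even if other replicates fall short; inactive = all replicates below 60% inhibition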;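 also: 0% = neutral control wells and 100% = 4 µM acridine orange control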
DAGLB inh: blocks human DAGLB lipase activity; HEK293T DAGLB membrane lysate, EnzChek fluorogenic substrate; Q8NCG7; 340,000 tested, 0.059% active; AID 504411; inhibition, % at 5.17 µM; in the data active = inhibition above about 34%;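 also: 0% = enzyme with vehicle and 100% = wells lacking enzyme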
Pemphigus Ab inh: blocks pemphigus antibody binding to human desmoglein-3. 310,000 tested, 0.48% active. AID 588358. DSG3-coupled beads, scFv-anti-DSG3-GFP binding, flow cytometry; active compounds read low. binding (percent of control), % at 10 µM;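 active = binding more than 3 SD below its plate's average and above zero; inconclusive = below that plate limit but binding exactly zero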;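 also: hits lower antibody fragment binding to DSG3; some compounds called inactive have numbers as strong as hits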
Target sequence (P32926 whole entry, looked up, the tested form may be a part): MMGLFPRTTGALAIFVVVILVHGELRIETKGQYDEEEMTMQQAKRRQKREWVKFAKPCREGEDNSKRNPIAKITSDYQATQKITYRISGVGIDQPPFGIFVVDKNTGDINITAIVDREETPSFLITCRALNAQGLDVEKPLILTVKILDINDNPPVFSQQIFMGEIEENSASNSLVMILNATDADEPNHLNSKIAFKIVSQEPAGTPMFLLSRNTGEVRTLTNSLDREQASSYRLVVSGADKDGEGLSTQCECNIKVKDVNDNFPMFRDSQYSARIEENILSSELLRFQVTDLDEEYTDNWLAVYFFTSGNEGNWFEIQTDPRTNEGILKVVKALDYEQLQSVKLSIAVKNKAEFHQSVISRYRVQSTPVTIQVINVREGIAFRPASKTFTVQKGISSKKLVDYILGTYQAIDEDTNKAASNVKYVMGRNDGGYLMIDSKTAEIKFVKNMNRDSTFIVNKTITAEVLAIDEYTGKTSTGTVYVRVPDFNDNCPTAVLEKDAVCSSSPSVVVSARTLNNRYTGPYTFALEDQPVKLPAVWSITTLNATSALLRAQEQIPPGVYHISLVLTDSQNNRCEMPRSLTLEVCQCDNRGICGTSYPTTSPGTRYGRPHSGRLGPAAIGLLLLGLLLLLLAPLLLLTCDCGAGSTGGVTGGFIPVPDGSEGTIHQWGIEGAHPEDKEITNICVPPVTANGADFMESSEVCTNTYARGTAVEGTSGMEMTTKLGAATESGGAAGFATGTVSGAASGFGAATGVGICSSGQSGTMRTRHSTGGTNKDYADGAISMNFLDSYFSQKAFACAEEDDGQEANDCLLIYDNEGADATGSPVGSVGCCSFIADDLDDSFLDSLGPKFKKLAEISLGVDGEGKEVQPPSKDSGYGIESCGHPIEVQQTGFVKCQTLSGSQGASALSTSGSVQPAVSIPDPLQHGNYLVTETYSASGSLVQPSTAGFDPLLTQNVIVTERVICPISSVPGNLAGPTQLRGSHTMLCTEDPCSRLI
Arrestin-AP2 inh: human beta-arrestin and AP2 interaction inhibition. FITC-arrestin peptide / GST-AP2 beads, flow cytometry; AP2 beta2 appendage carries R879A mutation. inhibition, % at 10 µM. 340,000 tested, 0.31% active. AID 504490;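 active = inhibition above a set limit, near 3 SD of compounds lacking own fluorescence, cut at about 54% in these data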;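 also: plate controls were DMSO wells for no effect and 5 µM unlabelled arrestin peptide for full effect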
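Assay system: GST-AP2 R879A bound to glutathione beads, E. coli-expressed; Medium: PBS with 0.05% Tween 20 and 0.1% BSA; Also added: fluorescein-tagged arrestin peptide at 50 nM final; Timing: 12 min plus 1 h, RT; Measured by: flow cytometry, FL1 (488/535 nm); Evaluation: percent drop in bead-associated FITC signal.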
CAL PDZ FP-1: human CAL PDZ-peptide interaction inhibition | purified CAL PDZ, TMR-peptide fluorescence polarization, 1 h | inhibition, % at 20 µM | AID 504414 | 330,000 tested, 0.02% active | Q9HD26;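 active = highest replicate inhibition of at least 40%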;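 also: plate controls were DMSO neutral control wells for no effect and unlabeled competitor peptide control wells for full effect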
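Material – purified CerCALP PDZ construct · Detection – FP readout, S and P plane fluorescence · Measure – percent inhibition from loss of millipolarization · Controls – unlabelled peptide for full inhibition, DMSO wells as neutral · Probe or stimulus – TMR-labelled reporter peptide T*-PRC34 bound in PDZ groove · Times – 1 h at RT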
CAL PDZ FP-2: inhibitors of human CAL PDZ peptide binding | purified CAL PDZ, TMR-peptide fluorescence polarization, 1 h | Q9HD26 | 300,000 tested, 0.92% active | AID 602252 | inhibition, % at 24.9 µM;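 active = mean inhibition of at least 30% with at least half of replicates also reaching 30%; inconclusive = no clear call, values can overlap the other calls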;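 also: 0% = DMSO neutral control and 100% = excess unlabeled competitor peptide PRC23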
RTF Ca sens inh: cardiac RTF calcium desensitization; IANBD-labeled cardiac RTF, Ca2+ fluorescence; inhibition, % at 7.15 µM; 340,000 tested, 0.12% active; P19429+P45379;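 active = inhibition above the mean inhibition of all tested compounds plus 3 SD, cut at about 17% in these data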;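 also: assay run at fixed EC70 calcium of 1.6 mM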
The depositor's hits bear a star; ? = inconclusive; . = no result given; & = joins results of further samples.

no.	SMILES	Keap1 Nrf2 FP	DAGLB inh	NSD2 inh	RTF Ca sens inh	CAL PDZ FP-1	V-ATPase pH	Pemphigus Ab inh	CAL PDZ FP-2	C-LANA FP	Arrestin-AP2 inh
1	COCCCn1c(SCC(=O)NNC(=O)c2cccc(O)c2)nnc1-c1ccncc1	3	2	.	11	-0.7	-1	.	-7	-0.6	13
2	CC(C)[C@H](N)C(=O)OCCOCn1cnc2c(=O)[nH]c(N)nc21	5&-2	0&2	.	0&9	0.0&0.6	1&-4	96&105	0&-3	0.9&2.0	-8&-11
3	C1CCN(CC2CCCCN2)CC1 (stereo not given)	1	-2	-4	-9	-1.8	4	115	.	4.3	7
4	COc1cccc(CNc2ccc([N+](=O)[O-])c(NCC(=O)O)n2)c1	3	-1	-3	3	-0.7	3	102	15	-0.6	6
5	O=C(CCCc1c[nH]c2ccccc12)N1CCOCC1	-1	0	1	-7	0.4	0	95	0	1.1	5
6	COc1ccc(-c2nc(CCNC(=O)c3ccco3)cs2)cc1OC	0	3	.	1	-0.9	-1	94	.	-0.7	4
7	CC1C[N+](=C2C=C(N3CCOCC3)CC(C)(C)C2)CC(C)O1 (stereo not given)	-4	1	-1	2	-0.4	0	87	0	-0.5	-3
8	Cc1ccc(NC(=O)CSC2=NCCN2)cc1	-3	-9	1	-3	0.0	3	102	0	-1.8	-2
9	CC(=O)c1ccc(NS(=O)(=O)c2ccc(N/C=C/C(=O)c3ccc(F)cc3)cc2)cc1	-3	2	2	-17	-3.9	-2	89	-7	1.9	-1
10	CCN(CC)c1ccc(NC(=O)COc2ccccc2C#N)cc1S(=O)(=O)Nc1ccc(OC)cc1	1	-1	-3	-2	-0.7	1	102	-8	-2.9	17
11	C(=NOCCc1ccccc1)c1cccnc1	-5	-2	-1	0	-0.3	-4	98	12	-0.5	3
12	Clc1ccc(-c2noc(CN3CCCC3)n2)cc1	1	-6	-1	-7	-0.6	-3	102	-6	1.5	21
13	Cn1c(=O)c2c(nc(SCCN3CCOCC3)n2Cc2ccccc2Cl)n(C)c1=O	-8	-2	.	-2	-0.7	0	82	.	0.0	-7
14	O=C(O)CCSc1nnnn1-c1ccccc1	1	-2	-4	-4	.	-2	103	1	-0.8	9
15	CC1CCc2c(sc(NC(=O)C3c4ccccc4Oc4ccccc43)c2C(N)=O)C1 (stereo not given)	-1	-2	-3	-2	-0.5	1	99	1	-1.2	-8
16	CCc1cccc(NS(=O)(=O)c2ccc3c(c2)oc(=O)n3C)c1	3	0	3	-4	-2.0	-3	97	-5	0.0	-3
17	CCOC(=O)C1CCN(C(C(=O)Nc2ccc3c(c2)OCCO3)c2ccccc2)CC1 (stereo not given)	3	1	.	-4	-1.0	7	96	.	-0.7	3
18	NC(=O)C1CCN(CC(=O)Nc2cccnc2Cl)CC1	1	0	.	-3	0.2	0	114	0	0.0	-10
19	CNC(=O)c1c2c(nc3ccc(Br)cc13)CCCC2	2	-6	-1	11	-3.9	-2	93	-5	-1.4	3
20	C[N+](C)(C)CCCCCCC(=O)/C=N/O	1	-3	-3	6	-3.0	-3	95	0	-0.4	7
21	COc1cc(C)c(Br)cc1S(=O)(=O)NCCN1CCOCC1	-3	0	-4	-2	-0.6	-1	82	.	-0.3	-1
22	O=S(=O)(Cc1ccccc1)NCC1CCCO1 (stereo not given)	-2	-3	-2	2	-0.7	7	90	.	-4.6	23
23	COc1ccc(NC(=O)CSc2n[nH]c(=O)n2Cc2ccccc2)cc1Cl	-2	-4	45	-25	-1.9	-3	.	.	-1.0	14
24	FC(F)(F)c1cccc(-c2nc(-c3ccncc3)no2)c1	-1	-5	-2	1	-0.4	0	100	-7	-0.5	2
25	COc1ccc(C(CCN2CCOCC2)c2c(OC)cc(OC)c3c(-c4ccccc4)cc(=O)oc23)cc1 (stereo not given)	2	-3	.	0	-0.9	3	100	-3	1.8	2
26	CCN1CNC(=S)N(CCc2ccccc2)C1	3	-3	-1	-6	-0.4	3	99	-3	1.0	16
27	O=C(NCCC1CCCCN1S(=O)(=O)c1ccc(Cl)cc1)C(=O)NCCN1CCOCC1 (stereo not given)	-8	-2	-1	8	-1.3	-1	134	-3	-0.1	1
28	COc1ccc(CN2CCN(CCc3ccccc3)C(CCO)C2)cc1Cn1cncn1 (stereo not given)	-3	-3	-1	13	-2.2	-1	89	-1	0.0	22
29	CC(C)c1cccc(C(C)C)c1OCCCCN1CCCC1	-4	-1	1	2	-2.5	0	121	-3	0.4	9
30	O=S1(=O)c2c(F)cccc2OC(COCc2ccccc2)CN1C1CCCC1 (stereo not given)	3	-12	.	1	-0.9	0	97	-2	0.2	-4
31	Cc1csc(NC(=O)CSc2nnc(-c3ccc(S(=O)(=O)N4CCCC4)cc3)o2)n1	-4	1	5	-9	-0.6	0	101	.	-0.8	0
32	Cc1ccc(SCC(=O)NC(=O)c2ccc(S(=O)(=O)N(C)C)cc2)cc1C	-1	-2	-1	0	-1.6	-2	103	0	0.0	40
33	COc1ccc(-c2nc3ccccc3c(=O)n2CC(C)C)cc1	-4	-2	0	-2	0.7	-4	124	-2	-0.9	-16
34	COc1c(C)cc(C(=O)C2CCCN(C(=O)c3ccoc3)C2)cc1C (stereo not given)	-3	-1	-3	-9	-0.5	-2	101	1	1.7	-8
35	CCOc1ccc(NS(=O)(=O)c2ccc(C(=O)N3CCCCCC3)cc2)cc1	3	0	4	-1	-3.6	-1	96	0	-1.3	6
36	CCCCNC(=O)CN1C(=O)NC2(CCCc3ccccc32)C1=O (stereo not given)	1	-1	1	-9	0.1	-7	97	0	0.0	14
37	COc1ccc(C(=O)N2CCN(c3ccc(C(C)=O)cc3F)CC2)cc1S(=O)(=O)NC1CC1	-5	0	1	-10	-0.6	-2	.	-2	-1.4	-3
38	Cc1cc(NC(=O)CCCC(=O)Nc2ccc(F)cc2)no1	-2	2	-7	-3	-1.9	-3	95	-3	1.0	24
39	Fc1cc(F)c2nc(Nc3nc4cc5c(cc4s3)OCO5)sc2c1	1	4	-2	12	-1.7	-1	104	-9	2.4	7
40	CC(NC(=O)CCl)c1ccccc1Br (stereo not given)	1	-1	1	-15	-1.9	6	102	-2	-0.9	-6
41	O=C(COC(=O)c1cc([N+](=O)[O-])ccc1NCCO)c1ccccc1	3	1	1	-6	-0.2	1	102	-5	2.6	0
42	Cc1ccc(S(=O)(=O)N2CC(=O)NC(=O)C2)cc1	-6	-2	-3	-10	-1.5	1	.	7	-1.1	-8
43	O=C(Nc1ccc(Cl)cn1)c1ccccc1-c1ccccc1	.	-4	-6	.	.	6	101	.	.	.
44	N/N=C(\c1ccccc1)c1cc(Br)ccc1N	5	-3	3	1	.	-1	111	47*	5.1	6
45	O=C(/C=C/c1ccco1)N1CCN(S(=O)(=O)c2ccccc2)CC1	-4	1	-1	-9	-2.4	5	109	?	1.3	-8
46	Cc1cccc(NC(=O)CNC(=O)c2ccccc2Cl)n1	0	-1	-1	2	-1.5	-5	103	-1	1.7	-8
47	N#Cc1ccsc1NC(=O)CN1CCN(S(=O)(=O)c2ccc3ccccc3c2)CC1	-9	-2	1	7	-2.8	0	118	-3	-0.4	4
48	COC(=O)c1ccc(-c2nc(CN3CCN(Cc4cccc(C)c4)CC3)c(C)o2)cc1	-3	-1	5	-3	0.1	4	119	1	1.3	3
49	NCCCC[C@H]1CNC(=S)N1CC1CCCCC1	2	1	.	-13	-0.2	-1	103	-4	-0.8	-5
50	O=C(COC(=O)CCc1nc2ccccc2c(=O)[nH]1)NC(=O)NC1CCCC1	-5	0	-2	-10	-1.1	-2	101	-2	-0.6	11
51	Cc1cc(C)c2c(c1)c(C)cc1nnc(SCC(=O)c3cccs3)n12	4	2	.	-9	0.5	-1	86	1	0.9	2
52	COc1ccc(C(=S)N2CCN(c3cccc(Cl)c3)CC2)c(OC)c1	1	-3	1	-13	-2.1	1	104	-1	-0.8	-33
53	Cc1c(CNCCc2ccc(Cl)cc2)c(C(=O)O)c(C)n1Cc1ccccc1	-6	-9	6	0	-0.4	-1	100	.	0.2	3
54	CC(C)[C@@H]1N[C@]2(C(=O)Nc3ccccc32)[C@@H]2C(=O)N(c3cccc(C(F)(F)F)c3)C(=O)[C@@H]21	-2	-1	10	-4	-1.3	2	99	1	-0.4	6
55	CSC[C@H](NC(=O)COc1cc2c(c3oc(=O)c(C)c(C)c13)CCC(C)(C)O2)C(=O)O	-7	-1	3	-12	-1.9	-1	103	-10	-1.1	-4
56	COc1ccc(-c2nc(CS(=O)CC(=O)NCCN3CCCCC3C)c(C)o2)cc1OC (stereo not given)	-4	-1	6	-4	-0.7	0	.	-6	1.5	7
57	COC(=O)c1ccccc1NC(=O)c1ccnn1C	0	-2	-1	2	-3.6	-1	104	-3	-0.8	6
58	CC(=O)N1CCN(c2ccccc2NC(=O)c2cccs2)CC1	-5	-1	-2	11	-2.0	2	104	-3	-0.4	5
59	Cc1ccc(C(=O)C[n+]2ccc(Cc3ccccc3)cc2)cc1	-2	1	.	-9	-0.9	4	116	3	-0.1	-14
60	C=Cn1cc[n+](CC(=O)c2ccc(-c3ccccc3)cc2)c1	5	1	2	-5	0.4	0	110	.	1.5	-4

Remaining list, next part
no.	SMILES	Keap1 Nrf2 FP	DAGLB inh	NSD2 inh	RTF Ca sens inh	CAL PDZ FP-1	V-ATPase pH	Pemphigus Ab inh	CAL PDZ FP-2	C-LANA FP	Arrestin-AP2 inh
61	CCOc1ccc(NC(=O)CCC(=O)O)cc1	-3	0	9	2	-0.2	1	.	-1	-0.5	2
62	Nc1nc2ccc(Cl)cc2o1	4	2	-2	-9	-1.4	0	119	1	1.3	-1
63	COc1ccc2ccccc2c1C(O)c1nccn1C (stereo not given)	33*	-15	19	-129	-0.4	7	100	-4	55	-5
64	CCNC(=O)CN(c1ccc(Cl)cc1)S(=O)(=O)c1ccccc1	-4	1	-1	-1	-1.8	4	99	0	-0.4	-8
65	CNC(=S)N=Nc1c(O)[nH]c2ccccc12	1	0	0	1	-0.4	0	91	.	1.2	-9
66	OCCc1c[nH]c2ccccc12	-5	-1	.	-2	1.2	1	108	-6	2.3	3
67	CCOC(=O)NC(O)C(=O)c1ccc(F)cc1 (stereo not given)	0	-1	3	-13	0.4	-2	93	-3	-2.5	12
68	CCn1c(CC(=O)Nc2ccccc2F)nnc1SCC(=O)NC1CCCCC1	5	-1	-3	-6	-2.0	8	102	0	0.1	0
69	COc1ccc2[nH]cc(C(O)CN3CCC(C(N)=O)CC3)c2c1 (stereo not given)	4	1	-3	8	0.1	2	93	-3	2.2	4

This is a subset (hit frequency here may not be typical).
